Screens (PubChem)
CDK5 inh – inhibitors of human CDK5/p35 kinase. 330,000 compounds, 0.01% hits. Q00535+Q15078. AID 488839. Recombinant CDK5/p35, ADP-Glo luminescence, 60 min. inhibition, % at 10 µM;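 active = highest replicate inhibition of at least 50% and at least 75% of replicates reaching 50%; inconclusive = only one of the two criteria met; inactive = both criteria failed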;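 also: plate controls were DMSO neutral control for no effect and GW8510 at 10 µM for full effect; many of its hits are not listed in these tables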
Target sequence (Q00535 whole entry, looked up): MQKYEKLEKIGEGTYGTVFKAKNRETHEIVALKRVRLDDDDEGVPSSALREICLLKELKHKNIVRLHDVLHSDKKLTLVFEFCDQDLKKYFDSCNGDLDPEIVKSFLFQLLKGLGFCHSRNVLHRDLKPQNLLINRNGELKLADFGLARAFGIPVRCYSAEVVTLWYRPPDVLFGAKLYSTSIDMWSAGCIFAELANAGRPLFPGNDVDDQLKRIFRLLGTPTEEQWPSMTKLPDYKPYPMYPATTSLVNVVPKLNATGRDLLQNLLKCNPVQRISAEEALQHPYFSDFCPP
Target sequence (Q15078 whole entry, looked up): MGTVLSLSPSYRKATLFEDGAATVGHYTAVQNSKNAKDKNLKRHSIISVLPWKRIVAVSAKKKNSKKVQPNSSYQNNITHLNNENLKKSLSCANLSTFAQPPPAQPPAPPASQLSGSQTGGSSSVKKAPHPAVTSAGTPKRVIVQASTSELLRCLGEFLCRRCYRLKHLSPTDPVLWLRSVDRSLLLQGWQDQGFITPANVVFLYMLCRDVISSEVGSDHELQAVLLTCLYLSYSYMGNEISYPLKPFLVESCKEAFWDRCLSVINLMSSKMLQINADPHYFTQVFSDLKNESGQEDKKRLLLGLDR
SR-BI DiI-HDL act – enhances SR-BI lipid uptake from DiI-HDL; activation, % at 12.5 µM; CHO ldlA[mSR-BI] cells, DiI-HDL uptake fluorescence, 3 h; 100 = double the neutral-control signal; 320,000 compounds, 0.096% hits;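 active = mean replicate activation of at least 60% and every replicate at or above 60%; inconclusive = mean or all-replicate condition met, but not both; inactive = mean below 60% and not all replicates reaching 60%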;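 also: 0% = median plate neutral-control signal and 100% = twice that signal; values of inactives mirror those of a sister screen read the other way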
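Material: SR-BI-overexpressing, LDLR-lacking CHO cells | Dosing: Single compound concentration, delivered by pin transfer | Probe or stimulus: Labelled HDL, 10 µg/mL | Signal: Bottom-read cell fluorescence after medium removal, ex 550/em 595 nm | Schedule: 3 h, 37 °C | Evaluation: HDL uptake via cellular fluorescence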
MITF TRPM1 HTS – increases MITF-driven TRPM1 promoter luciferase signal | SK-MEL-5 TRPM1-promoter luciferase, 24 h; % of positive control, neutral wells = 0 | 300,000 compounds, 0.75% hits | activation, % at 12.5 µM;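 active = mean activation of at least 80% with every replicate also reaching 80%; inconclusive = mean reaches 80% but some replicate falls short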;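 also: 0% = neutral control wells and 100% = parthenolide positive control wells; values of inactives mirror those of a sister screen read the other way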
dFosB act – activators of mouse delta FosB homodimer; AID 493131; purified delta FosB, TAMRA-CDK5 oligo fluorescence polarization; percent of positive-control signal above neutral wells; 340,000 compounds, 0.99% hits; P13346; activation, % at 25 µM;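 active = mean activation above about 17%, with every replicate also reaching it, limit read from the data, passing the limit was not always enough; inconclusive = only one of the two conditions met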;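 also: fluorescence polarization rise as delta FosB binds a TAMRA Cdk5 AP-1 oligo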
Target sequence (P13346 whole entry, looked up): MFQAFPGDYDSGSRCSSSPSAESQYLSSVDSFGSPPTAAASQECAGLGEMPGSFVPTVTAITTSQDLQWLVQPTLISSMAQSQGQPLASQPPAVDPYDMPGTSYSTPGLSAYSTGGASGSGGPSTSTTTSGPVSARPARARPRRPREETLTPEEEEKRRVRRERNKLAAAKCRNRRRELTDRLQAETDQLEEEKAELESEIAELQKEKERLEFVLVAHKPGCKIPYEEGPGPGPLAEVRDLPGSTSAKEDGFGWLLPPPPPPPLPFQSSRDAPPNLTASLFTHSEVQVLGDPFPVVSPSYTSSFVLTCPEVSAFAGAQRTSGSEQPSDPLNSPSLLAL
RTF Ca sens act – cardiac RTF calcium sensitization; 340,000 compounds, 0.24% hits; IANBD-labeled TnC RTF fluorescence at EC20 calcium; 0% EC20 calcium, 100% full calcium; activation, % at 7.2 µM; P19429+P45379;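 active = activation above the mean over all tested compounds plus 3 SD, cut at about 30% in these data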;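 also: rise in fluorescence read as greater calcium sensitivity of cardiac thin filaments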
Rtt109 Vps75 – inhibitors of Candida albicans Rtt109/Vps75 histone acetyltransferase | Q5AAJ8 | purified Rtt109/Vps75, ThioGlo CoA-SH fluorescence, 4 h | inhibition, % at 34.9 µM | 330,000 compounds, 0.16% hits;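 active = inhibition of at least 50% in every replicate; inconclusive = best replicate reaches 50% inhibition but some replicates fall short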
PvdQ acylase – blocks Pseudomonas aeruginosa PvdQ acylase activity | inhibition, % at 10 µM | AID 488965 | purified PvdQ acylase, fluorescence plate reader | 340,000 compounds, 0.063% hits; in the data active = inhibition above about 30%, passing the limit was not always enough; inconclusive = no clear call, values can overlap the other calls;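 also: 0% = vehicle neutral wells and 100% = reference inhibitor wells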
Wnt act – activators of Wnt/beta-catenin signaling. activation, % at 9.35 µM. AID 743398. Wnt/beta-catenin reporter cell assay, activator, plate reader. 300,000 compounds, 1.2% hits; in the data active = activation above about 30%, passing the limit was not always enough; inconclusive = no clear call, values can overlap the other calls;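 also: 0% = neutral control wells and 100% = positive control wells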
SR-BI DiI inh – mouse SR-BI HDL lipid transfer inhibition. 320,000 compounds, 0.96% hits. Q61009. inhibition, % at 12.5 µM. ldlA[mSR-BI] CHO cells, DiI-HDL uptake fluorescence, 3 h. AID 488896;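 active = mean replicate inhibition of at least 70% and a set share of replicates each scoring 70 or more; inconclusive = meets just one of the two criteria; inactive = fails both criteria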;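 also: 0% = median of neutral control wells and 100% = median of positive control wells; values of inactives mirror those of a sister screen read the other way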
HTR5A ag – activates human HTR5A in OPRM1-OPRD1 agonist counter-screen; P47898; HTR5A agonist assay, luminescence, cell-based; activation, % at 9.3 µM; 340,000 compounds, 0.61% hits; AID 504692; in the data active = activation mostly above about 9.5%, no sharp cut-off; inactive = mostly below about 7.6%;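 also: 0% = cells with vehicle only and 100% = reference agonist; strong numbers were not always called active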
* marks the source's active call; other numbers are inactive results; u = inconclusive; x = not tested or not shown.

SMILES | CDK5 inh | SR-BI DiI-HDL act | MITF TRPM1 HTS | dFosB act | RTF Ca sens act | Rtt109 Vps75 | PvdQ acylase | Wnt act | SR-BI DiI inh | HTR5A ag
COc1ccc(CN2CCCN(S(=O)(=O)c3ccc(Br)cc3)CC2)cc1 | 2.4 | 0.3 | -32.0 | -5.8 | -4.5 | -0.1 | -5.2 | -0.7 | -0.3 | -0.3
COc1ccc(-c2cc(C(=O)NCCCN3CCOCC3)c3ccccc3n2)cc1OC | -3.3 | -20.5 | -3.4 | -7.5 | -2.4 | 4.9 | -21.7 | -1.1 | 20.5 | 1.3
NC1=NC(=O)/C(=C/c2cn(Cc3ccccc3)c3ccccc23)S1 | -1.8 | -5.2 | 10.4 | -5.2 | -0.6 | 17.4 | 2.4 | 3.2 | 5.2 | 16.4*
COC(=O)c1ccccc1NC(=O)CN1CCC(C)CC1 | 0.3 | -7.5 | -1.7 | -1.3 | 8.4 | 4.9 | -6.8 | 0.0 | 7.5 | -7.2
Cc1cccn2cc(CNC(=O)c3ccc(Br)o3)nc12 | -0.6 | -3.0 | x | -2.5 | 6.2 | -7.6 | -3.3 | -3.0 | 3.0 | 9.1
CCC(=O)NC1(C(F)(F)F)C(=O)Nc2c1c(=O)[nH]c(=O)n2Cc1ccco1 (stereo unspecified) | 0.8 | 9.7 | 3.1 | -2.4 | 1.4 | -5.0 | -9.6 | x | -9.7 | 0.7
CCN1CCN(C(=O)c2cc3cc4cc(OC)ccc4nc3s2)CC1 | 0.6 | -13.5 | 17.0 | -26.2 | -3.8 | 1.0 | -4.8 | 1.6 | 13.5 | -4.8
Cc1nn(Cc2ccc([N+](=O)[O-])cc2)c(=O)n1-c1ccc(F)cc1 | 0.7 | 26.0 | x | -0.5 | -4.0 | x | 6.2 | 0.4 | -26.0 | -1.7
CC(C)=CC[N+]1(C)CCCCC1 | -4.2 | 10.0 | -4.9 | -8.7 | 10.6 | 0.0 | -16.2 | -1.5 | -10.0 | -5.3
Nc1nc(SCC(=O)NCc2ccc(F)cc2)[nH]c(=O)c1NC(=O)c1ccc(Cl)cc1 | -0.8 | 8.6 | 2.5 | 33.0* | 1.1 | -13.7 | -8.2 | x | -8.6 | 2.2
CC1CN(S(=O)(=O)c2cccc(C(=O)NN3CCN(C)CC3)c2)CC(C)O1 (stereo unspecified) | 0.6 | -1.4 | 14.9 | 0.4 | -0.3 | -0.2 | -0.1 | -0.9 | 1.4 | -0.8
COc1ccc(-n2ncc3c(NC(C)C)ncnc32)cc1 | 0.0 | 14.0 | 16.3 | -9.4 | 0.2 | 9.7 | -1.0 | x | -14.0 | -2.2
COc1ccc(C(=O)OC(C)C(=O)NC(C)CCc2ccccc2)cc1[N+](=O)[O-] (stereo unspecified) | -0.5 | 14.1 | 5.2 | -5.8 | -5.6 | -10.5 | -0.1 | -1.3 | -14.1 | 0.3
CSc1cccc(NC(=S)N(Cc2ccc(C)cc2)Cc2cccnc2)c1 | -0.7 | 6.9 | 3.5 | -8.7 | 12.1 | 6.2 | -5.8 | -0.5 | -6.9 | -1.2
C(=N\N1CCN(Cc2ccccc2)CC1)/c1cccs1 | x | 14.9 | 40.6 | -12.9 | -6.2 | 1.4 | -11.7 | x | -14.9 | -2.6
CC1C(=O)Nc2ccc(S(=O)(=O)N3CCCCCC3)cc21 (stereo unspecified) | 1.2 | 1.9 | -3.1 | -2.0 | 6.9 | 10.3 | -2.1 | -0.2 | -1.9 | 7.6
Cc1ccc(S(=O)(=O)N[C@H](C(=O)N2CCC(C(=O)N3CCC[C@H]3C(=O)O)CC2)C(C)C)cc1 | -2.3 | 31.0 | -8.1 | -3.8 | 6.6 | -1.6 | -18.8 | x | -31.0 | -5.5
NS(=O)(=O)OCCCc1ccc(C(F)(F)F)cc1 | 0.3 | 26.8 | 8.2 | 7.7 | -0.1 | 4.8 | 6.4 | 0.1 | -26.8 | 0.5
CSCC[C@H](NC(=O)Nc1ccc(OC(F)(F)F)cc1)C(=O)O | 0.2 | x | -3.5 | 0.1 | -4.2 | -3.2 | 2.0 | 3.3 | x | 3.1
CCOc1ccc(/C=N/n2c(C3CCCCC3)n[nH]c2=S)cc1 | 6.9 | -21.3 | -4.3 | -12.5 | -0.3 | 4.6 | -14.2 | -0.8 | 21.3 | -0.4
CCOc1ccc(CNC(=O)CCCn2nc(C)c3c(C)n(-c4ccc(C)cc4)nc3c2=O)cc1 | x | -42.4 | -9.0 | 15.9 | -6.5 | 9.3 | 2.2 | -2.1 | 42.4 | 4.7
C=CCn1c(SCC(=O)Nc2nnc(C)s2)nnc1-c1cccnc1 | 1.1 | 8.1 | -3.0 | -2.9 | 6.0 | 8.6 | -7.7 | -1.4 | -8.1 | 0.9
COc1ccccc1OCCn1c(=S)[nH]c2ccccc21 | 2.3 | x | -4.0 | -4.6 | -1.0 | -2.2 | -13.1 | -0.3 | x | -2.5
O=C(CNC(=O)c1ccc(S(=O)(=O)N2CCCC2)cc1)N/N=C/c1c(Cl)cccc1Cl | 2.1 | -35.0 | 0.3 | 0.6 | -1.6 | 19.2 | -10.8 | -8.8 | 35.0 | 8.3
CCOCCCNC(=O)C1CCN(S(=O)(=O)c2ccc(C)cc2)CC1 | 2.8 | 12.6 | 1.6 | 2.1 | 2.1 | 2.8 | -6.7 | x | -12.6 | 3.0

More structures
SMILES | CDK5 inh | SR-BI DiI-HDL act | MITF TRPM1 HTS | dFosB act | RTF Ca sens act | Rtt109 Vps75 | PvdQ acylase | Wnt act | SR-BI DiI inh | HTR5A ag
Cn1cnnc1Sc1ccc(C(=O)OCC(=O)NCC(F)(F)F)cc1[N+](=O)[O-] | -4.6 | x | -5.7 | -5.2 | -1.5 | 1.6 | -17.0 | -3.2 | x | 2.1
O=C(/C=C/c1cc([N+](=O)[O-])ccc1OC(F)F)Nc1cccc(OC(F)F)c1 | 0.4 | -75.0 | 8.4 | 1.4 | 2.9 | 5.1 | 8.5 | -1.9 | 75.0* | 2.5
CN(CC(=O)NCc1ccccc1Cl)S(=O)(=O)c1ccc2c(c1)n(C)c(=O)c(=O)n2C | 1.0 | 1.0 | -0.8 | -0.5 | 2.2 | -4.7 | -4.1 | -1.0 | -1.0 | 3.9
COc1ccc(C(=O)COC(=O)CN2C(=O)C3C4C=CC(C4)C3C2=O)cc1 (stereo unspecified) | 0.0 | 0.3 | x | 1.1 | 1.2 | -15.0 | -12.2 | x | -0.3 | 3.7
COc1ccc(OC)c(NC(=O)CNC(=O)c2ccc([N+](=O)[O-])cc2)c1 | -0.8 | x | 5.5 | -0.1 | -2.8 | -1.7 | 8.4 | 5.1 | x | -7.4
Cc1[nH]n(-c2ccccc2)c(=O)c1S(=O)(=O)c1ccccc1 | -2.5 | 38.1 | -7.7 | -0.3 | 5.8 | 5.6 | 1.4 | x | -38.1 | -1.1
COc1ccccc1CNC(=O)c1c(-c2ccccc2Cl)noc1C | -0.4 | 8.8 | 4.4 | -3.1 | -0.4 | -2.4 | -12.0 | 0.4 | -8.8 | 5.7
CCOc1cc(/C=C2/SC(=S)N(CC(=O)O)C2=O)ccc1OC(=O)c1cccs1 | -1.2 | 21.9 | 5.6 | -5.8 | -1.1 | 23.4 | 14.9 | 0.7 | -21.9 | -5.3
O=C1OCc2cccc3cccc1c23 | 0.3 | -0.2 | 19.0 | -0.6 | -5.7 | 3.8 | 10.1 | x | 0.2 | -0.6
Cc1cc(=O)oc2cc(OCCSCCN3CCCCC3)ccc12 | -0.3 | 6.5 | 20.7 | -6.8 | 11.0 | x | 8.7 | 4.3 | -6.5 | 1.9
CC(C)C(c1nnnn1Cc1ccc(F)cc1)N1CCN(C(=O)c2ccco2)CC1 (stereo unspecified) | -1.2 | 2.3 | 5.2 | -7.7 | 5.3 | 0.7 | -25.2 | x | -2.3 | 2.9
Cc1cc(C)nc(SCc2nnc(SCC(=O)Nc3nc(-c4ccccc4)cs3)n2C)n1 | 0.6 | -69.4 | -2.0 | -5.9 | -1.5 | -2.2 | -12.9 | x | 69.4 | -0.1
CCNC(=O)c1cc(S(=O)(=O)N(C)C)c(Cl)cc1Cl | -1.0 | -4.3 | -2.7 | -4.1 | -4.5 | -4.6 | 2.1 | -8.2 | 4.3 | -13.8
Cc1ccc(-c2nn(CC(=O)O)c(=O)c3ccccc23)cc1 | 0.3 | 9.5 | x | -11.2 | -3.1 | 1.9 | -5.4 | x | -9.5 | 1.0
c1ccc(Cc2nnc(N3CCCCC3)c3ccccc23)cc1 | 0.0 | 10.8 | 1.1 | -7.9 | 3.9 | x | -5.5 | -0.6 | -10.8 | 3.1
Oc1ccc(/C=N/Nc2ccnc3cc(Cl)ccc23)c(O)c1 | -3.2 | x | -8.3 | u | -2.0 | 1.9 | -6.5 | 2.9 | x | 3.2
COC(=O)c1sc(-c2ccc(Cl)cc2)cc1NC(=O)COCC(=O)O | -0.1 | -3.3 | -9.2 | -27.0 | -6.4 | 1.3 | -1.6 | -1.8 | 3.3 | 0.2
COCCCNC(=S)Nc1ccc2nc(N3CCOCC3)cc(C)c2c1 | 0.7 | 1.0 | -2.9 | 1.0 | -8.7 | -3.2 | 3.4 | 4.7 | -1.0 | 3.9
Cc1ccc(CN2CCNC(=O)C2CC(=O)NCC(F)(F)F)o1 (stereo unspecified) | 2.2 | -2.2 | -8.7 | -2.6 | -1.6 | -1.4 | -9.9 | -2.4 | 2.2 | 0.8
CC(C)(C)c1ccc(C(=O)NCC(=O)OCC(=O)Nc2ccccc2[N+](=O)[O-])cc1 | -1.6 | -6.3 | -21.6 | -17.6 | -4.5 | 8.8 | 3.1 | -5.9 | 6.3 | 5.7
CCN(C[C@H]1N[C@@](CC)(C(=O)OC)[C@H]2C(=O)N(C)C(=O)[C@@H]12)S(=O)(=O)c1ccccc1 | 1.4 | 6.0 | 1.0 | -4.8 | 0.4 | -4.5 | -8.4 | -2.8 | -6.0 | -0.4
CCCCOc1ccc(C(C)NC(=O)C2CCCN(S(=O)(=O)CC)C2)cc1 (stereo unspecified) | -0.6 | -17.9 | -2.3 | -1.8 | 4.2 | 4.0 | -7.6 | x | 17.9 | -2.8
Cc1ccc(C2Nc3ccccc3NC3=C2C(=O)OC(C)C3)cc1 (stereo unspecified) | 0.3 | -6.0 | -19.3 | 0.9 | 1.9 | -0.6 | -0.4 | 7.0 | 6.0 | 1.5
c1ccc2c(C3=NNC(=NC4CCCCC4)SC3)c[nH]c2c1 | -0.6 | -12.9 | 4.1 | 5.6 | -3.6 | x | -13.2 | 14.7 | 12.9 | 8.9
NC(=O)c1cc2ccc(O)cc2oc1=Nc1ccccc1 | -0.4 | -20.4 | 45.3 | -6.2 | -1.0 | -276.1 | 6.1 | 15.5 | 20.4 | 5.0
